Screens (PubChem BioAssay)
U2OS ROS induce = inducers of reactive oxygen species in cancer cells. U2OS ROS induction, H2DCF-DA fluorescence. ROS induction (% of piperlongumine), % at 10 µM. 46,000 tested, 2% active. AID 624156; in the data active means ROS induction above about 79%, passing the limit was not always enough; inconclusive means no clear call, values can overlap the other calls;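 further: 0% = DMSO vehicle median and 100% = reference compound median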
Active calls of the source: *; ? = inconclusive. This is a subset, so the mix of outcomes need not match the whole.

smiles | U2OS ROS induce
COc1ccc(NC(=O)N(C)C[C@H]2Oc3c(NS(=O)(=O)c4ccc(OC)cc4)cccc3C(=O)N([C@H](C)CO)C[C@H]2C)cc1 | -5
C[C@@H]1CN([C@H](C)CO)C(=O)c2cc(NC(=O)CCCCCC(=O)Nc3ccccc3N)ccc2O[C@H]1CN(C)C(=O)Nc1ccc(F)cc1 | 2
COc1ccc(C=Nc2ccc(C(C)(C)C)cc2)cc1 | -6
Cc1noc(C)c1NC(=O)Nc1ccc2c(c1)C(=O)N([C@H](C)CO)C[C@H](C)[C@H](CN(C)S(=O)(=O)c1ccc(Cl)cc1)OCCCC[C@@H](C)O2 | 13
C[C@H]1CN([C@@H](C)CO)C(=O)CCCn2cc(nn2)CO[C@H]1CN(C)S(=O)(=O)c1cccc(F)c1 | -5
O=C1CCCN1CCNC(=S)Nc1ccccc1 | -8
C[C@H]1CN([C@@H](C)CO)C(=O)c2cccc(NS(=O)(=O)c3cn(C)cn3)c2O[C@H]1CN(C)S(C)(=O)=O | -8
S=C1C=C(N2CCCCC2)CC(c2ccc(Cl)cc2)S1 (stereo not drawn) | 59
Cn1c(Cc2cccc3ccccc23)nnc1SCC(=O)c1ccc(Cl)cc1 | -7
CC(=O)c1cccc(NC(=O)CSc2nnc(-c3cc4ccccc4cc3O)n2C)c1 | 18
Cc1cccn2cc(CNC(=O)C(C)(C)C)nc12 | -7
O=C1CC(CSc2nccc(-c3cccnc3)n2)=NN1c1ccc(Cl)cc1 | 1
C[C@H]1CN([C@@H](C)CO)C(=O)c2cc(NC(=O)Nc3ccccc3)ccc2O[C@@H]1CN(C)S(C)(=O)=O | -14
Cn1c(SCC(=O)Nc2c(F)cc(F)cc2Br)nnc1-c1cccnc1 | -5
COc1ccc([Si](C)(C)[C@H]2[C@H](CCn3cc(CCO)nn3)O[C@@]3(C(=O)N(Cc4cccc(N5CCOC5=O)c4)c4ccccc43)[C@@H]2C)cc1 | 107*
O=C(COc1nc(-c2cccs2)cc(C(F)(F)F)n1)Nc1ccc(Cl)cc1Cl | 4
Cc1noc(C)c1C(=O)n1cc2c(n1)-c1cc(F)ccc1SC2 | -17
Cc1[nH]c(-c2ccc(F)cc2)cc1C(=O)NC1CCCCC1 | -21
CC(=O)OC1CCC(OC(C)=O)c2c1n([O-])c(C)c(C)[n+]2=O (stereo not drawn) | 19
Cc1c(C)n(CC(O)CNCc2ccccc2)c2ccccc12 (stereo not drawn) | 3
C[C@@H]1CN([C@H](C)CO)C(=O)c2cc(NS(=O)(=O)c3ccccc3)ccc2O[C@H]1CN(C)Cc1ccncc1 | -1
C[C@H](CO)N1C[C@H](C)[C@H](CN(C)C(=O)Nc2ccc(C(F)(F)F)cc2)Oc2c(NS(C)(=O)=O)cccc2C1=O | 74
COc1ccc(NC(=O)Nc2cccc3c2O[C@@H](CN(C)Cc2ccc(Oc4ccccc4)cc2)[C@@H](C)CN([C@H](C)CO)C3=O)cc1 | 49
COC(=O)CNC(=O)c1cc2cc(Cl)ccc2oc1=O | -5
O=C1NCC(=O)N2[C@@H]1C[C@@H](C(=O)NCc1ccc(F)cc1)[C@H]2c1ccc(O)cc1 | 26

Next section; the last three above are carried over.
smiles | U2OS ROS induce
COc1ccc(NC(=O)Nc2cccc3c2O[C@@H](CN(C)Cc2ccc(Oc4ccccc4)cc2)[C@@H](C)CN([C@H](C)CO)C3=O)cc1 | 49
COC(=O)CNC(=O)c1cc2cc(Cl)ccc2oc1=O | -5
O=C1NCC(=O)N2[C@@H]1C[C@@H](C(=O)NCc1ccc(F)cc1)[C@H]2c1ccc(O)cc1 | 26
COc1ccc(CN2CCN(Cc3cccc([N+](=O)[O-])c3)CC2)c(OC)c1OC | -5
CN1CCN(CCOc2ccccc2)CC1 | 19
C[C@H](CO)N1C[C@H](C)[C@@H](CN(C)Cc2ccc(-c3ccccc3)cc2)Oc2ccc(NC(=O)CCCN(C)C)cc2C1=O | ?
C[C@@H]1CCCCO[C@@H](CN(C)C)[C@@H](C)CN([C@H](C)CO)C(=O)c2cc(NS(=O)(=O)c3ccc(F)cc3)ccc2O1 | -5
CSc1ccccc1NC(=O)CN(c1cccc2ccccc12)S(C)(=O)=O | ?
Cc1noc(C)c1S(=O)(=O)Nc1ccc2c(c1)C(=O)N([C@H](C)CO)C[C@H](C)[C@@H](CN(C)C(=O)NC(C)C)O2 | 1
CC1CC[C@]2(C(=O)OC3OC(COC4OC(CO)C(O)C(O)C4O)C(O)C(O)C3O)CC[C@]3(C(=O)O)C(=CCC4[C@@]5(C)CC[C@H](OC6OC(C)C(O)C(O)C6O)C(C)(C)C5CC[C@]43C)C2C1C (stereo partly drawn) | 11
COc1ccc(S(=O)(=O)Nc2cccc3c2O[C@@H](CN(C)Cc2ccc4c(c2)OCO4)[C@H](C)CN([C@@H](C)CO)C3=O)cc1 | 5
CC(C)[C@H]1C=C(C(=O)NCc2ccccc2)O[C@@H](OCc2ccc(CO)cc2)C1 | 17
C[C@@H]1CN([C@H](C)CO)C(=O)Cc2cc(NS(=O)(=O)c3ccc(Cl)cc3)ccc2O[C@H]1CN(C)Cc1ccc(C(=O)O)cc1 | -13
Cc1ccc(S(=O)(=O)c2nc(S(C)(=O)=O)sc2NCC2CCCO2)cc1 (stereo not drawn) | -17
C[C@@H]1CN([C@H](C)CO)C(=O)c2cccc(NC(=O)Nc3ccc(F)cc3)c2O[C@H]1CN(C)S(=O)(=O)c1ccc(Cl)cc1 | -1
Cc1ccc(S(=O)(=O)NC(C)C(=O)Nc2cc(C(F)(F)F)ccc2Cl)cc1 (stereo not drawn) | 53
C[C@H]1CN([C@@H](C)CO)C(=O)c2cc(NC(=O)C3CCCCC3)ccc2O[C@@H]1CN(C)C | -3
Cc1noc(C)c1S(=O)(=O)Nc1cccc2c1O[C@@H](CN(C)C(=O)Nc1ccccc1)[C@@H](C)CN([C@H](C)CO)C2=O | -8
CCCN(C)C[C@@H]1Oc2ncc(-c3cccc(F)c3)cc2C(=O)N([C@H](C)CO)C[C@@H]1C | 23
C=CC[C@]1(C(=O)NCc2ccccc2)COC(c2ccc(OCCCO)cc2)=N1 | -5
Clc1ccc(C=Nc2ccc3c(c2)OCCOCCOCCO3)c(Cl)c1 | -22
C[C@@H]1CN([C@H](C)CO)C(=O)c2cc(NC(=O)CCN3CCOCC3)ccc2O[C@H]1CN(C)S(C)(=O)=O | -4
CCOc1ccc(NC(=O)c2c(NC(=O)CN(C)C)sc3c2CCC3)cc1 | -6
CC(C)(C)C1CCc2nc(N)c3c(=O)oc4ccccc4c3c2C1 (stereo not drawn) | 0
Cc1noc(C)c1S(=O)(=O)Nc1ccc2c(c1)CC(=O)N([C@H](C)CO)C[C@H](C)[C@H](CN(C)C)O2 | 53
C[C@H]1CN([C@@H](C)CO)C(=O)Cc2cc(NC(=O)Cc3ccccc3)ccc2O[C@H]1CN(C)C(=O)Nc1ccccc1 | 8
Cc1cc(=O)[nH]c(/N=C(\N)Nc2ccccc2)n1 | -8
C=CCNC(=O)[C@H]1[C@@H]2C(=O)O[C@@H](c3ccccc3)[C@@H](c3ccccc3)N2[C@@H](c2ccc(O)cc2)[C@]12C(=O)Nc1ccc(C#CCC(C(=O)OC)C(=O)OC)cc12 | 5

Carrying on.
smiles | U2OS ROS induce
CS(=O)(=O)N(CC(=O)Nc1ccc(F)c(F)c1)c1ccccc1Cl | -4
C[C@H](CO)N1C[C@H](C)[C@@H](CN(C)S(C)(=O)=O)Oc2ccc(NS(C)(=O)=O)cc2C1=O | -7
C[C@H]1CN([C@@H](C)CO)C(=O)c2cccc(NS(=O)(=O)c3ccc(F)cc3)c2O[C@H]1CN(C)C(=O)Nc1ccc2c(c1)OCO2 | -16
O=C(C1CC1)N1CCN(c2ncccn2)CC1 | -6
Cc1onc(-c2ccccc2Cl)c1NC(=O)Nc1cccc(C(F)(F)F)c1 | -2
C=C1CC[C@H]2[C@@](C)(CCC[C@@]2(C)C(=O)O)[C@@H]1CCC(C)CCO (stereo partly drawn) | 4
C[C@@H]1CN([C@@H](C)CO)C(=O)c2cc(NC(=O)C3CCCCC3)ccc2O[C@H]1CN(C)C(=O)Nc1ccc(F)cc1 | 13
CCn1c(C(=O)NC2CCCCCC2)cc2oc3ccccc3c21 | 10
Cc1noc(C)c1NC(=O)N(C)C[C@@H]1Oc2ccc(NS(=O)(=O)c3ccc(Cl)cc3)cc2C(=O)N([C@H](C)CO)C[C@H]1C | -4
C[C@@H]1CN([C@H](C)CO)C(=O)c2cc(NC(=O)c3ccncc3)ccc2O[C@H]1CN(C)C | -1
C[C@@H]1CN([C@H](C)CO)C(=O)c2cccc(NC(=O)NC3CCCCC3)c2O[C@H]1CN(C)Cc1ccc(Oc2ccccc2)cc1 | ?
C[C@@H]1CN([C@@H](C)CO)C(=O)c2cc(NC(=O)C3CC3)ccc2O[C@H]1CN(C)C(=O)NC1CCCCC1 | 13
Cc1noc(C)c1NC(=O)Nc1ccc2c(c1)CC(=O)N([C@H](C)CO)C[C@@H](C)[C@H](CN(C)S(=O)(=O)c1cccs1)O2 | 0
C[C@@H]1CN([C@H](C)CO)C(=O)c2cccc(NC(=O)Nc3cccc4ccccc34)c2O[C@H]1CN(C)C(=O)Nc1ccc2c(c1)OCO2 | 16
COc1ccc(O)c(/C=N/NC(=O)c2ccccn2)c1 | -3
COc1cc(OC)nc(/N=C/NO)n1 | 28
COc1ccc(NC(=O)N(C)C[C@@H]2Oc3c(NS(=O)(=O)c4cn(C)cn4)cccc3C(=O)N([C@@H](C)CO)C[C@@H]2C)cc1 | -7
COc1ccc(S(=O)(=O)Nc2ccc3c(c2)C(=O)N([C@@H](C)CO)C[C@@H](C)[C@@H](CN(C)S(=O)(=O)c2ccccc2)O3)cc1 | 6
COc1ccc(NC(=O)N(C)C[C@H]2Oc3ccc(NS(C)(=O)=O)cc3CC(=O)N([C@@H](C)CO)C[C@H]2C)cc1 | 1
COC(=O)CCC(=O)c1cc(C(C)(C)C)sc1C(C)(C)C | 35
Cc1noc(C)c1NC(=O)N(C)C[C@@H]1Oc2ccc(NC(=O)C3CCCCC3)cc2C(=O)N([C@H](C)CO)C[C@@H]1C | -3
COc1ccc(S(=O)(=O)N(C)C[C@@H]2Oc3ccc(NS(=O)(=O)c4cn(C)cn4)cc3C(=O)N([C@H](C)CO)C[C@H]2C)cc1 | -6
C[C@@H]1CN([C@@H](C)CO)C(=O)c2cccc(NC(=O)CCCCCC(=O)Nc3ccccc3N)c2O[C@H]1CN(C)S(=O)(=O)c1ccc(Cl)cc1 | 4
Cc1ccc(S(=O)(=O)N(C)C[C@H]2OCCCC[C@@H](C)Oc3ccc(NC(=O)Cc4ccccc4)cc3C(=O)N([C@H](C)CO)C[C@@H]2C)cc1 | 3
Cc1ccccc1OCC(=O)Nc1ccc(NC(=O)c2cccs2)cc1 | 6

Later entries
smiles | U2OS ROS induce
C[C@@H]1CN([C@@H](C)CO)C(=O)c2cccc(NC(=O)Nc3ccccc3)c2O[C@H]1CN(C)Cc1ccc2c(c1)OCO2 | 21
COc1ccc(NC(=O)N(C)C[C@@H]2Oc3ccc(NC(=O)CCCN(C)C)cc3CC(=O)N([C@H](C)CO)C[C@H]2C)cc1 | -8
C[C@H]1CN([C@@H](C)CO)C(=O)CCCn2nncc2CO[C@@H]1CN(C)S(=O)(=O)c1ccc(-n2cccn2)cc1 | 11
Cc1ccc(N(c2ccc(C)cc2)c2cccnc2)cc1 | 44
O=C(NCCc1nc2ccccc2[nH]1)c1ccc(-c2ccccc2)cc1 | 3
COc1ccc(S(=O)(=O)N(C)CC(=O)O)cc1OC | -1
O=P1(N2CCN(c3ccc(Cl)cc3)CC2)COc2ccccc2OC1 | 23
C[C@@H]1CN([C@H](C)CO)C(=O)c2cccc(NC(=O)Nc3ccc(F)cc3)c2O[C@@H]1CN(C)Cc1ccc2c(c1)OCO2 | -5
O=C1CC(C(=O)Nc2ccc(C(=O)O)c(O)c2)C(c2ccccc2)O1 (stereo not drawn) | -16
C[C@@H]1CN([C@@H](C)CO)C(=O)c2cc(NS(C)(=O)=O)ccc2O[C@H]1CN(C)S(=O)(=O)c1ccc(Cl)cc1 | -12
Cc1cc(C)c(C(=O)c2ccccc2)cc1C(=O)c1ccccc1 | 33
O=C(NO)c1ccc(C(=O)N/N=C/c2cccc(O)c2O)cc1 | -12
C[C@H](CO)N1C[C@H](C)[C@H](CN(C)C(=O)Nc2ccc(F)cc2)Oc2ccc(NC(=O)C3CC3)cc2C1=O | -1
C[C@@H]1CN([C@H](C)CO)C(=O)Cc2cc(NC(=O)Nc3cccc4ccccc34)ccc2O[C@@H]1CN(C)Cc1ccccc1 | 24
C[C@@H]1CN([C@@H](C)CO)C(=O)c2cc(NC(=O)Cc3cn(C)c4ccccc34)ccc2O[C@@H]1CN(C)Cc1ccc(C(=O)Nc2ccccc2N)cc1 | 13
COC(=O)[C@@]1(Cc2ccccc2CN=[N+]=[N-])COC(c2ccc(OCCCO)cc2)=N1 | -4
CNC[C@H]1Oc2ccc(NC(=O)Nc3ccc(C(F)(F)F)cc3)cc2C(=O)N([C@@H](C)CO)C[C@@H]1C | -7
CCSc1nc2c(c(=O)n1CC)C1(CCCC1)Cc1ccccc1-2 | -5
C[C@H](CO)N1C[C@H](C)[C@H](CN(C)Cc2ccc3c(c2)OCO3)Oc2ccc(NS(=O)(=O)c3ccc(Cl)cc3)cc2C1=O | 6
Cc1ccccc1CN(C)C[C@@H]1OCc2cn(nn2)CCCC(=O)N([C@@H](C)CO)C[C@H]1C | 32
c1ccc(NCC2OCc3ccccc3CO2)cc1 | 1

Part of the list above, as labelled records:
C[C@H](CO)N1C[C@H](C)[C@H](CN(C)C(=O)Nc2ccc(F)cc2)Oc2ccc(NC(=O)C3CC3)cc2C1=O
  U2OS ROS induce: -1

C[C@@H]1CN([C@H](C)CO)C(=O)Cc2cc(NC(=O)Nc3cccc4ccccc34)ccc2O[C@@H]1CN(C)Cc1ccccc1
  U2OS ROS induce: 24
